Assay outcomes from PubChem BioAssay.
tim23-1 inh = tim23-1 yeast growth inhibition; S. cerevisiae tim23-1 growth, BacTiter-Glo luminescence, 24 h; inhibition, % at 20 µM; 330,000 compounds, 1.3% hits; AID 463212;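 active = growth inhibition of the mutant yeast at or above 50%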;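 note: temperature-sensitive mutant grown at 25 °C; plate controls were DMSO-treated mutant yeast for no effect and medium wells lacking yeast for full effect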
XBP1 UPR activ = adaptive UPR (XBP1) activation. activation, % at 20 µM. CHO-XBP1 luciferase reporter, IRE1-XBP1 UPR activation, luminescence; percent of tunicamycin response, DMSO as zero. AID 463104. 330,000 compounds, 0.33% hits;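 active = versus positive control, 20 µM dose yields 30% or more activation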;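 note: 100% = tunicamycin at 10 µg/mL and 0% = DMSO only wells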
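Material: CHO cell line with stable XBP1 luciferase reporter; buffer or medium: F12 medium containing 10% fetal bovine serum; compound: single point, 20 µM final compound, 1% DMSO; incubation: 6 h treatment, 37 °C; measured by: glow luminescence from Steady-Glo reagent; evaluation: activation, % of tunicamycin; control set: tunicamycin high, DMSO low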
CHOP UPR activ = activators of apoptotic arm of unfolded protein response (CHOP); CHO-CHOP luciferase reporter, UPR activation, luminescence; percent of tunicamycin response over DMSO baseline; activation, % at 10 µM; 330,000 compounds, 0.34% hits;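 active = at 10 µM dose, activation of 40% or more, normalized to positive control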;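 note: 100% = tunicamycin at 10 µg/mL and 0% = DMSO alone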
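Test system: CHO CHOP reporter cells. Input: 500 CHO-CHOP cells per well. Medium: F12 with 10% FBS. Technique: luciferase luminescence. Measure: percent activation relative to tunicamycin control. Dosing: 10 µM compound, 0.5% DMSO. Timing: 16-18 h cell attachment, then 6 h compound exposure, 37 °C.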
697 NFkB inh = lowers PMA/ionomycin-induced NF-kB signal in 697 B cells | AID 435022 | 330,000 compounds, 0.33% hits | 697 B-cell NF-kB luciferase reporter, 16 h | inhibition, % at 4 µM; in the data active = inhibition above about 35%
tim10-1 inh = inhibits growth of tim10-1 mutant yeast; S. cerevisiae tim10-1 ts strain growth, BacTiter-Glo, 24 h; inhibition, % at 20 µM; 330,000 compounds, 2.2% hits;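 active = inhibition of at least 40%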;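 note: mutant grown at 25 °C; 0% = DMSO wells with yeast and 100% = wells holding no yeast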
Jurkat NFkB inh = inhibitors of the PMA/ionomycin-induced NF-kB reporter in Jurkat cells. PMA/ionomycin-induced NF-kB luciferase reporter, luminescence. inhibition, % at 4 µM. 330,000 compounds, 0.53% hits; in the data active = inhibition above about 50%
Mdm2-MdmX inh = human Mdm2/MdmX binding inhibition; O15151+Q00987; SaOS-2 split-luciferase Mdm2/MdmX complementation, luminescence; 330,000 compounds, 3% hits; inhibition, % at 8 µM;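 active = inhibition of at least 50% at 8 µM in the primary screen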
Target sequence (O15151 whole entry, looked up): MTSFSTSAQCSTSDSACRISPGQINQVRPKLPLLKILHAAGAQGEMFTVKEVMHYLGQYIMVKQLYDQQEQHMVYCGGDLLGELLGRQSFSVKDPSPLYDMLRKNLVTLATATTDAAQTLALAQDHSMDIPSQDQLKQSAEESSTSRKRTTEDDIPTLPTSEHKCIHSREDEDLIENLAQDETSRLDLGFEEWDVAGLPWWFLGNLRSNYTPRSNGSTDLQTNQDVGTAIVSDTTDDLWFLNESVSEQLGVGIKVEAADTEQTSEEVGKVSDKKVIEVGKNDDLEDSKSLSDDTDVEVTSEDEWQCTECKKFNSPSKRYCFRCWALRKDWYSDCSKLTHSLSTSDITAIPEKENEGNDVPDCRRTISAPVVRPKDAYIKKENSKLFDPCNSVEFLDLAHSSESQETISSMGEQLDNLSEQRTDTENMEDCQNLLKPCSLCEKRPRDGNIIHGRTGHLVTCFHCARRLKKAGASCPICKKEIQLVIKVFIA
Target sequence (Q00987 whole entry, looked up): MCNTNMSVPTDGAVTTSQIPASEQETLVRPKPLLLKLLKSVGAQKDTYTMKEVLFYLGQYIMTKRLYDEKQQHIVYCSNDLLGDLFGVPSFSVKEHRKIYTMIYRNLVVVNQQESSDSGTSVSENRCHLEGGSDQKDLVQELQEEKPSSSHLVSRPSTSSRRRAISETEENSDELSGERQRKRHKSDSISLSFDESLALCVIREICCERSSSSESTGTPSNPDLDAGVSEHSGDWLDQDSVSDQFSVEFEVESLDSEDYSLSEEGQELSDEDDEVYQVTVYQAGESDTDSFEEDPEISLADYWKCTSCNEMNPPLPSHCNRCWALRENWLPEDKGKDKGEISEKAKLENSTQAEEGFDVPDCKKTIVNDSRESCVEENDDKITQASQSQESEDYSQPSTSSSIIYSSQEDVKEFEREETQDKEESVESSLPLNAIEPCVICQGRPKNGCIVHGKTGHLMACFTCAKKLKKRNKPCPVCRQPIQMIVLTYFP
TIM10 inh = growth inhibitors of TIM10 yeast strain | S. cerevisiae TIM10 strain growth, BacTiter-Glo luminescence, 24 h | 330,000 compounds, 1.4% hits | inhibition, % at 10 µM;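 active = inhibition of 40% or more at the single tested concentration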;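 note: wild-type TIM10 isogenic control strain grown at permissive 25 °C; 0% = DMSO yeast wells and 100% = minimal medium wells without yeast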
* marks the source's active call; other numbers are inactive results.

Every second line gives: XBP1 UPR activ | TIM10 inh | Jurkat NFkB inh | tim10-1 inh | 697 NFkB inh | CHOP UPR activ | Mdm2-MdmX inh | tim23-1 inh
CCCCNC(=O)[C@@H]1CCCN1S(=O)(=O)c1cccc2cccnc12
  -0.2 | 2.6 | 10.2 | -18.2 | 14.3 | -0.5 | 6.6 | 4.7
CCc1nc(NCC(C)C)c(C#N)c2c1COC(C)(C)C2
  0.4 | 1.3 | 8.7 | 9.9 | 7.4 | 0.5 | 4.7 | 9.2
Cc1oc2ccc(OCc3ccc(Cl)cc3)cc2c1C(=O)O
  -1.4 | -8.2 | 0.6 | -6.6 | 13.1 | 2.4 | -31.7 | 8.8
Cc1cccc(C)c1NC(=O)CNC(=O)c1ccncc1
  -1.1 | -5.7 | 1.6 | -16.5 | -17.7 | -1.1 | 14.2 | -1.3
O=C(CSc1c(Cl)cccc1Cl)NC1CCCc2ccccc21 (stereo not drawn)
  -0.6 | -36.8 | -4.3 | 21.3 | -5.2 | 3.0 | -1.2 | -4.1
O=C(O)CCCNS(=O)(=O)Cc1ccccc1
  -2.8 | 13.2 | 4.9 | -1.4 | -0.4 | -0.6 | -28.2 | 3.6
CC1CCN(C(=O)COc2ccc(Nc3ccccc3)cc2)CC1
  -1.9 | -2.4 | -17.6 | 27.7 | 14.5 | 0.5 | -22.2 | 16.2
CC1=C(C(=O)OC(C)C)C(c2cccs2)n2ncnc2N1 (stereo not drawn)
  -0.1 | 11.0 | -14.7 | 10.5 | 4.0 | -1.6 | 11.4 | 2.6
CCCOc1cccc(-c2nnc(N)s2)c1
  0.2 | 21.6 | -17.5 | 25.5 | -19.9 | 3.4 | 2.9 | 18.7
COc1ccc(-c2cc(C#N)nc(N3CCN(C)CC3)n2)cc1
  2.1 | 6.7 | 5.7 | 19.1 | -24.4 | 0.2 | 2.1 | -10.3
Cc1nnn(-c2nonc2N)c1C(=O)N/N=C/c1ccccc1O
  -1.1 | 1.9 | 37.8 | 6.1 | -80.1 | -0.6 | 55.8* | 14.7
O=C(Nc1ccccc1N1CCOCC1)c1ccc([N+](=O)[O-])s1
  -2.6 | 61.4* | 14.2 | 65.7* | 9.4 | -0.2 | 31.2 | 14.2
CCOc1ccc(NC(=O)c2nn(C)cc2Br)cc1
  0.7 | 1.8 | -47.2 | 25.4 | -23.5 | 3.0 | -27.5 | 10.8
O=C(COC(=O)CNC(=O)c1ccc(Cl)cc1)Nc1ccc(Cl)cn1
  -1.9 | -5.1 | -2.0 | -10.4 | 9.5 | 1.4 | 2.8 | -8.3
O=C(COC(=O)/C=C/c1cccc(F)c1)NC(=O)NCc1ccccc1
  -3.3 | 7.0 | 3.2 | 16.8 | 18.7 | -0.1 | -0.9 | 17.0
COC(=O)C1=C(O)/C(=C\c2cc(C)n(-c3ccc(F)cc3)c2C)N=C1C
  -2.8 | -14.5 | -29.1 | 33.3 | -35.0 | 0.0 | 8.1 | 24.5
COc1ccc(/C=N/NC(=O)c2ccccc2)cc1OS(=O)(=O)c1ccccc1
  -0.1 | 34.7 | 18.3 | 27.9 | -2.0 | -0.5 | 26.6 | 33.0
NC(=O)c1ccsc1NC(=O)CSc1nnc(C2CC2)n1Cc1ccccc1
  -4.7 | -8.8 | -17.6 | 18.2 | -16.0 | 1.1 | 11.0 | 8.0
COc1ccccc1C(=O)N/C(=C\c1ccc(Br)cc1)C(=O)NCC(=O)O
  -0.2 | -5.8 | 4.4 | 10.0 | -2.1 | 2.4 | 15.2 | -5.4
O=C(O)c1ccccc1-c1nc2ccccc2c(=O)n1O
  -2.5 | 14.1 | -9.3 | 2.2 | -2.9 | -1.1 | -12.9 | -6.4

The closing three entries of the part above are carried over, then new ones follow:
Every second line gives: XBP1 UPR activ | TIM10 inh | Jurkat NFkB inh | tim10-1 inh | 697 NFkB inh | CHOP UPR activ | Mdm2-MdmX inh | tim23-1 inh
NC(=O)c1ccsc1NC(=O)CSc1nnc(C2CC2)n1Cc1ccccc1
  -4.7 | -8.8 | -17.6 | 18.2 | -16.0 | 1.1 | 11.0 | 8.0
COc1ccccc1C(=O)N/C(=C\c1ccc(Br)cc1)C(=O)NCC(=O)O
  -0.2 | -5.8 | 4.4 | 10.0 | -2.1 | 2.4 | 15.2 | -5.4
O=C(O)c1ccccc1-c1nc2ccccc2c(=O)n1O
  -2.5 | 14.1 | -9.3 | 2.2 | -2.9 | -1.1 | -12.9 | -6.4
CN1CCN(c2ccc(-c3cccc(NC(=O)COc4ccccc4)c3)nn2)CC1
  0.2 | 1.5 | -174.8 | 10.2 | -132.5 | 3.8 | -21.9 | 1.3
Cc1cccc(NC(=S)N(CCCN2CCOCC2)Cc2ccccn2)c1
  -0.9 | 2.8 | 4.0 | 8.0 | 4.6 | 0.0 | 4.1 | -8.8
CCS(=O)(=O)N1CCN(Cc2nc3ccccc3c(=O)[nH]2)CC1
  0.2 | 4.9 | -2.5 | 7.7 | 15.3 | 0.3 | 5.5 | 6.2
Cc1ccc(CNc2oc(C)nc2C#N)cc1
  -1.7 | 8.2 | 7.5 | 10.3 | 15.2 | -1.7 | 10.1 | 19.1
CC(=O)OCC1=C(C(=O)O)N2C(=O)C(NC(=O)C(C)Cn3cc(Cl)cn3)C2SC1 (stereo not drawn)
  -3.8 | 14.9 | 10.2 | 3.6 | 13.1 | 0.3 | 25.5 | 8.2
CC(=O)NC1=NN(C(C)=O)C2(S1)C(=O)N(CC(C)C)c1ccc(C)cc12 (stereo not drawn)
  -0.8 | 11.6 | -7.1 | 10.5 | 2.1 | -0.4 | 26.5 | 14.2
CCCNC(=O)c1ccc(N2CCC3(CC2)CC(c2cccc(Br)c2)=NO3)c(NC(=O)c2c(Cl)cccc2Cl)c1
  2.7 | -8.2 | 10.1 | 5.1 | 11.0 | 0.2 | -1.4 | 3.5
CCOC(=O)c1nnn(-c2nonc2N)c1C
  -2.8 | -8.5 | -10.2 | -38.2 | -1.2 | -1.2 | 1.3 | -1.7
CCOc1ccc(NC(=O)/C(C#N)=C/c2cn(CC(=O)O)c3ccccc23)cc1
  -7.9 | 0.1 | -13.9 | -0.7 | -5.8 | -1.5 | 13.7 | -4.5
O=C(NCCc1ccc(Cl)cc1)c1cccnc1
  1.8 | -2.0 | 4.5 | 9.5 | 12.4 | 5.7 | 3.6 | -5.9
CN(C)S(=O)(=O)N1CCN(C(=O)N(c2ccccc2)c2ccccc2)CC1
  -1.3 | 21.7 | -3.3 | 21.8 | 19.4 | 0.3 | -11.5 | 15.6
CC1CC(C)(C)NC(=S)N1CC(=O)N1CCN(Cc2ccccc2)CC1 (stereo not drawn)
  0.6 | -0.4 | 10.3 | 1.6 | 26.5 | 0.8 | 0.4 | 13.7
Cc1c(NC(=O)CN2C(=O)NC3(CCCC3)C2=O)c(=O)n(-c2ccccc2)n1C
  -4.2 | -9.7 | -0.6 | -6.4 | 11.3 | -0.4 | 0.4 | 12.6
Cn1nnnc1Sc1ncnc2scc(Br)c12
  -7.8 | 17.2 | -1.0 | 10.4 | 36.9* | -6.5 | 98.6* | 29.0
Cc1cc(C)c(C)c(S(=O)(=O)N2CCC(C(=O)Nc3ccc(S(=O)(=O)N4CCOCC4)cc3)CC2)c1C
  -3.8 | 7.9 | 5.1 | 8.2 | -62.1 | 3.8 | 46.3 | 2.2
Cc1nc(/C(=N/O)C(N)=O)cs1
  0.5 | -3.6 | 5.2 | 6.3 | 8.8 | 1.4 | -3.5 | 7.6
CN1CCN(S(=O)(=O)c2ccc(C(F)(F)F)cc2)C(c2ccccc2)C1 (stereo not drawn)
  -2.8 | 14.5 | 0.9 | 21.1 | -0.7 | -0.7 | 3.7 | 31.5
COc1ccc(CCNC(=O)C2CC(c3ccccc3C(F)(F)F)=NO2)cc1 (stereo not drawn)
  0.0 | -23.7 | -2.8 | 20.1 | 8.6 | -1.4 | 26.7 | 32.1
CCCCCN1C2=NCCN2c2ccccc21
  -0.8 | -0.7 | -13.6 | 3.3 | -25.1 | -0.6 | -7.4 | 9.4
C[C@@]12CC[C@H]3OC(=O)C=C3C1CC[C@@]13CC(CCC12)[C@](CO)(O[C@H]1O[C@H](CO)[C@@H](O)[C@H](O)[C@H]1O)C3 (stereo partly drawn)
  0.7 | -4.7 | -1.5 | 8.5 | 12.8 | -0.4 | -26.9 | 3.5
CCOc1ccccc1C(C(=O)NC1CCCC1)N(Cc1ccco1)C(=O)CNC(=O)c1ccco1 (stereo not drawn)
  2.4 | 17.2 | -0.1 | 10.3 | -2.2 | -0.1 | -31.2 | 9.8
CC(C)C[C@H]1CN=C(N(C)C)N1CCCCc1ccccc1
  0.1 | 3.9 | 22.9 | 9.3 | -35.6 | -3.4 | 47.0 | -5.3
Cc1ccc2[nH]c3nc(SCCN4CCOCC4)nnc3c2c1
  1.6 | 4.2 | -21.0 | 22.7 | -47.7 | 1.2 | -16.1 | 3.1
CCN1CCc2nc(NC(=O)c3ccc4c(c3)OCCO4)sc2C1
  1.1 | 1.2 | -63.3 | -5.1 | -48.4 | 1.5 | -31.0 | 21.0
C[C@H](CO)N1C[C@H](C)[C@@H](CN(C)C(=O)Nc2ccccc2)Oc2c(NS(=O)(=O)c3ccc(F)cc3)cccc2C1=O
  -5.1 | 4.2 | 2.3 | 7.1 | -7.4 | -1.1 | 29.1 | -5.2
COC(=O)c1ccc(Cn2nnc3c(=O)[nH]c(C4CCCN(S(=O)(=O)c5ccccc5)C4)nc32)cc1 (stereo not drawn)
  0.8 | -13.8 | -6.2 | 17.5 | 0.4 | 0.5 | 17.7 | 5.9
O=C1C2CCCN2C(c2ccc(Cl)cc2)N1c1nccs1 (stereo not drawn)
  0.8 | 5.1 | 9.9 | 14.3 | 20.4 | 2.2 | -16.7 | 14.6
CCn1c(SC(C)C(=O)O)nc2sc3c(c2c1=O)CCC3 (stereo not drawn)
  -4.4 | -3.0 | -12.8 | 11.7 | -15.7 | -1.6 | 25.9 | 5.9
OC1CCCN(Cc2c3ccccc3cc3ccccc23)C1 (stereo not drawn)
  1.0 | 9.3 | -18.9 | 19.5 | -39.2 | -2.1 | -26.8 | 21.1
CCN1CCN(C(=O)c2[nH]c3ccc(OC)cc3c2C)CC1
  1.5 | -12.4 | 0.0 | 22.8 | 4.2 | 7.2 | 4.5 | -3.0
O=C1CN(c2nc(-c3ccccc3)c3cc(Cl)ccc3n2)c2ccccc2N1
  22.0 | -18.6 | 5.9 | -26.1 | 1.2 | 36.0 | 67.8* | -28.2
O=C(CCc1ccccn1)N1CCCC(Nc2ccc(F)cc2)C1 (stereo not drawn)
  -2.3 | 6.8 | -11.0 | 8.9 | 1.2 | 3.5 | -6.4 | 2.9
C#CCOCCOCCOCCNc1nc(N2CCN(C(=O)CCCCCCCCCCNC(=O)[C@H](CCCCN)n3cc(CCCC(=O)O)nn3)CC2)nc(N2CCN(C(=O)CCCCCCCCCCNC(=O)[C@H](CCCN=C(N)N)n3cc(C[C@@H](C)CC)nn3)CC2)n1
  -1.3 | 10.9 | 13.1 | 43.7* | 10.1 | 0.5 | 6.4 | 51.7*
Cc1ccc(C(=O)N2CCCC2)cc1S(=O)(=O)N1CCCCC1
  -2.8 | 14.6 | 2.9 | 3.2 | 5.4 | 1.8 | 19.1 | 9.9
c1ccc(-c2ccccc2-c2nc(-c3ccncc3)no2)cc1
  1.8 | -3.3 | 0.9 | 24.9 | -26.5 | -0.1 | 8.6 | -1.0
